From PubChem
FBPA coupling cs = inhibits coupling enzyme system, counter-screen for aldolase hits. coupling enzyme system counterscreen, AmpLite Red fluorescence. activity change, negative = inhibition, % at 58.2 µM, hits read low. 290,000 tested, 0.67% active; in the data active = activity change below about -30%; also: % is scaled to controls: 0 for no effect and ±100 for the full control effect
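Counterscreen of the coupled detection system alone, without aldolase: glyceraldehyde-3-phosphate coupling enzymes plus AmpLite Red readout. Compounds at 57.5 uM final, 10 min RT preincubation, 20 min RT reaction, fluorescence 525/598 nm.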
Giardia kill = Giardia lamblia killing; Giardia lamblia trophozoite viability; activity change, % at 7.66 µM, hits read low; 340,000 tested, 0.15% active; in the data active = activity change below about -80%; inconclusive = between about -30% and that limit;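 also: parasites exposed to compound for two days anaerobically before the ATP read; % is scaled to controls: 0 for no effect and ±100 for the full control effect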
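Media and compound were dispensed first, then trophozoites at 100 cells/well; plates sat 48 hrs at 37 deg C without oxygen before ATP luminescence reagent was added and read after 15-30 min at room temperature.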
KCNH2 3.1 inh = KCNH2 3.1 (human) potassium channel inhibition | U2OS KCNH2 3.1, thallium flux FluxOr; hits give low values | AID 720553 | 340,000 tested, 0.95% active | activity change, % (tested at about 1.8 µM);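 active = maximum activity change below -70%; inconclusive = maximum activity change from -70% to -50%; inactive = maximum activity change above -50%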;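 also: thallium influx rate constant from kinetic fluorescence after stimulation buffer; % is scaled to controls: 0 for no effect and ±100 for the full control effect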
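Virally transduced U2OS (3.1 isoform, 4 h infection in dark at RT) → overnight 37 C → FluxOr + Red40 in HBSS/HEPES, 45 min → stimulation buffer, 2 min kinetic read → rate constant vs DMSO controls.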
GALK inhibitor = inhibitors of human galactokinase | P51570 | Purified GALK, Kinase-Glo residual ATP luminescence | Potency, µM (doses to about 57.5 µM), without a hit: top-dose activity change, negative = inhibition, actives largely listed as inhibitors | 270,000 tested, 0.007% active | AID 1868; also: potency is read from the fitted curve at half-maximal effect; % is scaled to controls: 0 for no effect and ±100 for the full control effect
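Luminescence from leftover ATP (Ultra-Glo luciferase/luciferin) served as read-out after a 1 h room-temperature reaction of 5 nM GALK with 35 uM ATP and 100 uM galactose.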
Menin MLL FP TR = inhibitors of human menin-MLL interaction, mutant MLL peptide. O00255. Menin + Texas Red MLL mutant peptide, fluorescence polarization. Potency, µM (titrated, usually from 61.6 µM), for the others: at the top dose FP activity change, negative = inhibition, actives largely listed as inhibitors. 270,000 tested, 0.23% active. AID 1768; active = well fitted inhibition curve with a large enough effect in the polarisation, with a control signal flat, not every such curve was filed as active; inconclusive = small, poorly fitted or top-dose-only effect, or effect the other way, or a change in a side signal; inactive = no such curve, though single readings can be large or run the other way; the % refers to the polarisation; also: potency is read from the fitted curve at half-maximal effect; % of control where 0% means no effect; many of its hits are not listed in these tables
USP2a block = blocks human ubiquitin-specific protease USP2a | 330,000 tested, 0.01% active | AID 463254 | USP2 core, Ub-CHOP2 coupled fluorogenic reporter, 485/531 | O75604 | Potency, µM (highest dose often 38.3 µM), for the others: at the top dose activity change, negative = inhibition, most hits filed as inhibitors;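 also: potency is read from the fitted curve at half-maximal effect; plate controls were DMSO wells for no effect and full inhibition by NEM control for full effect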
Target sequence (O75604 whole entry, looked up): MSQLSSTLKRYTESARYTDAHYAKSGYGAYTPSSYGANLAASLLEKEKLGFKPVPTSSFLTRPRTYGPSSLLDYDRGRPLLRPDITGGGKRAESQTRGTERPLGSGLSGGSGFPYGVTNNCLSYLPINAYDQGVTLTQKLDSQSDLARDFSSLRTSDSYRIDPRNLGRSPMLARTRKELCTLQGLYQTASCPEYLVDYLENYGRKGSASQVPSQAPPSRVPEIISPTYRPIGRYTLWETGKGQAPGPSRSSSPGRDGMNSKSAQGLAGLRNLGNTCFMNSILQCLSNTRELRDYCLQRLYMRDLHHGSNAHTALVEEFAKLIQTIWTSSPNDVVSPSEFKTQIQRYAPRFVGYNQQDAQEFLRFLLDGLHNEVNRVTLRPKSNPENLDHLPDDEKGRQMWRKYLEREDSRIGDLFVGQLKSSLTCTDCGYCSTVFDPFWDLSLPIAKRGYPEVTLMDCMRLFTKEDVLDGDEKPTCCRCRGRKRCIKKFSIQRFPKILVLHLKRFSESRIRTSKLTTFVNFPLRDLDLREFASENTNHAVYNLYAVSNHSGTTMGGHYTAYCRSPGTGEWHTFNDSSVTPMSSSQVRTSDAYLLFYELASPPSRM
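Cell-free coupled assay: 10nM USP2 core preincubated 30min RT with compound in Tris-HCl pH 8.0/CaCl2/CHAPS buffer, then 25nM Ub-CHOP2 and 25nM reporter substrate; fluorescence (Ex 485/Em 531) read after 60min RT, normalized to NEM inhibition, concentration-response curves fitted.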
TRPV1 ag = activates the human vanilloid receptor TRPV1; Q8NER1; TRPV1-expressing cells, Fluo-8 calcium influx, agonist mode; activation, % at 8.33 µM; 320,000 tested, 0.19% active; AID 540275; in the data active = activation above about 80%; inconclusive = between about 30% and that limit; also: 0% is about no effect
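Fluo-8 calcium influx in TRPV1-expressing cells, kinetic read (ex 480/em 520 nm). Compound added and read 3 min for agonist activity, followed by capsaicin at EC20 final and 2 min further read for enhancement.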
KCNH2 WT inh = KCNH2 (human, wildtype) channel inhibition | Q12809 | U2OS, BacMam KCNH2, thallium flux FluxOr; hits give low values | activity change, % at 1.84 µM | 340,000 tested, 0.37% active;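 active = maximum activity change below -70%; inconclusive = maximum activity change between -70% and -50%; inactive = maximum activity change above -50%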; also: % is scaled to controls: 0 for no effect and ±100 for the full control effect
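U2OS cells transduced with wild-type KCNH2 virus are loaded with FluxOr dye for 45 min, and thallium flux is measured in kinetic reads before and after stimulation buffer. Rate constants are normalized to DMSO controls.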
PKM2 activator = activators of human pyruvate kinase M2; AID 1631; P14618; purified PKM2, Kinase-Glo ATP luminescence, activation; response scale: 0% is enzyme alone, no compound; 260,000 tested, 0.34% active; Potency, µM (doses to about 57.5 µM), for inactives: at the top dose activation, hits mostly activators; also: potency is read from the fitted curve at half-maximal effect; % is scaled to controls: 0 for no effect and ±100 for the full control effect; nearly all actives have a fitted effect of over 55% in size
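Purified hPK-M2 (>95%) run at intermediate activity with 0.1 mM ADP and 0.5 mM PEP in 50 mM imidazole pH 7.2, KCl, MgCl2; 1 h room temperature. ATP formed read by Kinase-Glo luminescence; normalized to uninhibited and no-enzyme controls.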
B2AR arrestin = beta2AR (human) beta-arrestin recruitment activity; beta-arrestin recruitment to beta2AR, cell-based reporter; Potency, µM (series often up to 46.1 µM), for the others: top-dose activation, hits mostly activators; AID 492947; P07550; 330,000 tested, 0.02% active;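 also: potency is read from the fitted curve at half-maximal effect; 0% = DMSO controls and full agonism = EC100 isoproterenol or metaproterenol; nearly all actives have a fitted effect of over 65% in size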
Target sequence (P07550 whole entry, looked up): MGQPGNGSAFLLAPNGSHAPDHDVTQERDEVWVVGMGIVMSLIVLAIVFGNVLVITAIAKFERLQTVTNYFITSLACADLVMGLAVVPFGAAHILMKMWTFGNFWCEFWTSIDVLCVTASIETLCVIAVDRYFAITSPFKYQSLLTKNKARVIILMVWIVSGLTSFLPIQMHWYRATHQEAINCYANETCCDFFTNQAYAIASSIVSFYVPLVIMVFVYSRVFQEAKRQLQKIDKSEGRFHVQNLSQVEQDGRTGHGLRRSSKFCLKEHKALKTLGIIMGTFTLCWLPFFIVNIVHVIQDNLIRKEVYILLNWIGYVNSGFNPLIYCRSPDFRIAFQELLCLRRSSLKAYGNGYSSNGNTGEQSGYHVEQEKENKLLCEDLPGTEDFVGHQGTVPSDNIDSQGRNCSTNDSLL
CXXC DNA block = MLL CXXC-DNA interaction inhibition | MLL-CXXC / FITC-HOXA9 DNA fluorescence polarization | Potency, µM (doses to about 115 µM), inactives show top-dose activity change, negative = inhibition, actives largely listed as inhibitors | 290,000 tested, 0.037% active | AID 2662; active = well fitted inhibition curve with a large enough effect in the polarisation, with a control signal flat, not every such curve was filed as active; inconclusive = small, poorly fitted or top-dose-only effect, or effect the other way, or a change in a side signal; inactive = no such curve, though single readings can be large or run the other way; the % refers to the polarisation; also: potency is read from the fitted curve at half-maximal effect
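Fluorescence polarization: 7 uM MLL-CXXC (stock) preincubated 5 min with compounds, then 50 nM fluorescein-HOX-A9 DNA (stock) added; 30 min ambient. Buffer 50 mM Tris-HCl pH 7.5, 50 mM NaCl, 1 mM DTT, 0.05% BSA.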
* hit, by the source's call; u = inconclusive; x = no result given; & = joins results of further samples; [ ] = dose if it differs, or a comment. Unless noted, calls follow the shape of the dose curve; as a rule, active = well fitted curve in the direction sought with a large enough effect; inconclusive = small, poorly fitted or top-dose-only effect, or another doubt; inactive = no such curve, though single readings can be large; an effect the other way counts as inactive or inconclusive. This is a subset; count on the stated rates, not on these rows.

SMILES	FBPA coupling cs	Giardia kill	KCNH2 3.1 inh	GALK inhibitor	Menin MLL FP TR	USP2a block	TRPV1 ag	KCNH2 WT inh	PKM2 activator	B2AR arrestin	CXXC DNA block
COc1ccc(-c2nc(NC(=O)c3ccccc3)sc2-c2ccc([N+](=O)[O-])cc2)cc1	-1	-8	7	x	u	u	-2	-9	-9%	0.4%	24%
CC1(C)CC(=O)C(C=Nc2ccc(NC3=C(C#N)C(=O)CC(C)(C)C3)cc2)=C(O)C1	-4	u	4	9%	-9%	3%	2	-2	0%	-0.6%	-2%
COc1ccc(NS(=O)(=O)c2cc(C(=O)N3CCN(C(C)=O)CC3)ccc2Cl)cc1	1	15	8	14%	0%	-2%	0	0	0%	0.2%	3%
CCN(Cc1ccccc1)S(=O)(=O)CCNC(=O)c1ccccc1	x	-15	-6	x	x	-2%	12	-2	x	0.1%	x
CCC(C(=O)Nc1cc(C(=O)Nc2cc(C)ccn2)ccc1Cl)c1ccccc1 (stereo not given)	0	-1	3	2%	18%	1%	u	10	6%	-1.0%	16%
CCc1c(C)[nH]c(C(=O)OCc2ccccc2)c1C	-4	-8	-11	-3%	9%	-1%	27	-10	0%	0.2%	-4%
CCC/C=C1/CCCOC(C(=O)NCc2cc(C)n(C)n2)(C(F)(F)F)C1 (stereo not given)	1	-19&-9	-13	x	-7%	x	x	1	x	x	x
Cc1ccc(NC(=O)COC(=O)c2ccc(-n3cccn3)cc2)cc1C	x	15	-2	x	x	0%	0	1	x	-0.1%	x
O=C(O)c1cccc(S(=O)(=O)N2CCN(C(c3ccccc3)c3ccccc3)CC2)c1	15	18	-4	-2%	u	1%	4	1	5%	-0.1%	15%
COC(=O)CSc1nnc(-c2cccs2)n1-c1ccc(Cl)cc1	2	-3	17	0%	8%	-1%	3	5	4%	0.4%	-4%
Cc1ccc(/C=C/C(=O)NC2=NCCS2)cc1	0	-13	4	x	-1%	-1%	u	-6	1%	-0.3%	7%
Nc1ccc2sc(N)nc2c1	x	-9	42	x	x	0%	0	2	x	-2.9%	x
COc1ccccc1CN=c1c([N+](=O)[O-])nn(-c2ccc3c(c2)OCCO3)n1O	-5	-90*	-12	0%	-13%	0%	-1	12	2%	0.0%	22%
CC(=O)Nc1ccc(S(=O)(=O)N2CCN(C(=O)c3ncoc3-c3ccccc3C)CC2)cc1	1	-2	-2	4%	24%	0%	0	-1	x	-0.2%	6%
O=C(NC(Cc1ccccc1)C(=O)O)C1CCCCC1 (stereo not given)	1	0	3	1%	-12%	3%	1	2	-6%	-0.5%	1%
CCOC(=O)C1=C(C)NC2=C(C(=O)CC(c3ccc(OC)c(OC)c3)C2)C1c1ccc(C)o1 (stereo not given)	-1	12	-1	13%	-3%	0%	0	-3	2%	0.0%	6%
O=C(N/N=C/c1cc([N+](=O)[O-])ccc1Cl)c1cc(-c2ccccc2)nc2ccccc12	1	9	-8	1%	x	-2%	-1	-3	-1%	0.7%	-1%
Cc1nc2ncnn2c(N2CCN(C(c3ccccc3)c3ccccc3)CC2)c1C	1	-3	-33	-2%	u	x	4	-12	-3%	x	-13%
CC(C)CCN1C(=O)C2(OCCCO2)c2cc(Cl)ccc21	4	4	-1	2%	-10%	-1%	u	1	-1%	0.4%	2%
CCc1ccc(CNC(=O)Cn2nc(-c3ccccc3)ccc2=O)cc1	3	-2	-26	0%	-1%	4%	-2	1	4%	-1.6%	-1%

Next section, starting with the last 3 of the part before.
SMILES	FBPA coupling cs	Giardia kill	KCNH2 3.1 inh	GALK inhibitor	Menin MLL FP TR	USP2a block	TRPV1 ag	KCNH2 WT inh	PKM2 activator	B2AR arrestin	CXXC DNA block
Cc1nc2ncnn2c(N2CCN(C(c3ccccc3)c3ccccc3)CC2)c1C	1	-3	-33	-2%	u	x	4	-12	-3%	x	-13%
CC(C)CCN1C(=O)C2(OCCCO2)c2cc(Cl)ccc21	4	4	-1	2%	-10%	-1%	u	1	-1%	0.4%	2%
CCc1ccc(CNC(=O)Cn2nc(-c3ccccc3)ccc2=O)cc1	3	-2	-26	0%	-1%	4%	-2	1	4%	-1.6%	-1%
Cn1c(=O)c(C(=O)COC(=O)c2cc(-c3ccco3)nc3ccccc23)c(N)n(Cc2ccccc2)c1=O	1&-3	x	x	x	u	-1%	0	x	u	0.0%	-3%
CCOC(=O)C1(CC)NC(c2ccco2)C2C(=O)N(c3ccc(C)cc3)C(=O)C21 (stereo not given)	-7	-3	-1	2%	2%	7%	1	-4	-6%	-0.9%	4%
CC1CCCCC1NC(=O)COC(=O)CNC(=O)c1cccc(F)c1 (stereo not given)	2	u	9	3%	-5%	2%	12	-6	22%	0.6%	6%
O=C(O)CCCn1cc(NC(=O)c2cc(F)c(F)cc2Cl)cn1	-34*	37[activator]	28	0%	-8%	2%	-5	-3	-9%	0.2%	u
CSCCC1C(=O)OC2(C)CC(C)(C)NC(=S)N12 (stereo not given)	2	0	2	-1%	2%	4%	0	-5	0%	0.3%	7%
CCN(CC)CCN(C(=O)c1ccc([N+](=O)[O-])cc1)c1nc2c(OC)cccc2s1	2	-29	5	1%	10%	1%	0	5	1%	0.2%	-4%
S=C(NCCc1ccccn1)Nc1ccc(Cl)cc1	-2	-8	x	x	-7%	2%	3	4	-4%	-1.2%	-1%
O=C(OCC(=O)N1CCc2ccccc2C1)c1c(F)cccc1Cl	x	-16	-14	x	x	1%	x	-9	x	-0.4%	x
CCOc1c(C(=O)CC)cc2c(C)cc(=O)oc2c1C	2	-10	3	0%	3%	-8%	5	1	7%	-0.2%	16%
Cc1nc(SCC(=O)CC(=O)OC(C)C)c(C#N)c(C)c1C	5	-28	-19	-2%	-17%	3%	4	-7	2%	-0.4%	-8%
CN(C)c1ccc(N=Nc2ccccc2C(=O)OCC(=O)N(C)C2CCCCC2)cc1	-1	4	1	1%	2%	3%	u	-4	-5%	-0.6%	3%
CS(=O)(=O)NCCNC(=O)c1cc(OCC(F)(F)F)ccc1OCC(F)(F)F	0	-3	-8	-1%	8%	4%	11	-4	-2%	-0.1%	6%
CC1CCC(NCC(=O)Nc2cccc(S(N)(=O)=O)c2)CC1 (stereo not given)	1	0	13	0%	4%	-1%	1	1	-1%	0.2%	-1%
Cc1nc(NC(=O)c2ccco2)sc1-c1csc(Nc2ccc(Cl)cc2)n1	3	-13	-9	3%	u	-1%	-1	-9	-5%	-1.0%	21%
COc1ccccc1/C=C/C(=O)NCC(=O)N/N=C/c1ccc(C)o1	2	3	24	6%	1%	0%	-2	-4	22%	-0.6%	-3%
Cc1ccc2[nH]c3c(=O)n(CCCN4CCN(C)CC4)cnc3c2c1	2&0	27	-2	-1%&-3%	13%&0%	1%&1%	-2&0	7	-3%&8%	-0.2%&0.0%	-4%&7%
Cn1c(CN2CCN(C(=O)c3ccccc3)CC2)nc2cc([N+](=O)[O-])ccc21	-3	-2	-3	1%	-1%	-1%	2	11	0%	-0.5%	u
CCCCC(=O)Nc1ccc(NC(=O)c2cnccn2)cn1	2	5	0	1%	10%	-3%	-1	-19	-2%	0.0%	6%
COc1ccc(-c2nc(CCl)cs2)cc1	1	9	-4	-3%	2%	0%	-5	6	-4%	0.2%	2%
CN(C)C=NC(=O)c1cc(C(=O)c2ccc(Cl)cc2)c[nH]1	-1	20	6	3%	-4%	4%	-2	10	-13%	0.1%	-9%
N#Cc1c(/N=C\c2ccc(O)c([N+](=O)[O-])c2)sc2c1CCCC2	1	u	-1	0%	3%	6%	-7	x	8%	-0.2%	1%
CNc1nc(-c2ccccc2)[n+](-c2ccc(C)cc2)s1	0	3	-10	0%	u	6%	9	3	-78%	0.2%	-3%

Single records, from the list above. Order of values: FBPA coupling cs | Giardia kill | KCNH2 3.1 inh | GALK inhibitor | Menin MLL FP TR | USP2a block | TRPV1 ag | KCNH2 WT inh | PKM2 activator | B2AR arrestin | CXXC DNA block
Results for `S=C(NCCc1ccccn1)Nc1ccc(Cl)cc1` = -2 | -8 | x | x | -7% | 2% | 3 | 4 | -4% | -1.2% | -1%
Results for `CN(C)c1ccc(N=Nc2ccccc2C(=O)OCC(=O)N(C)C2CCCCC2)cc1` = -1 | 4 | 1 | 1% | 2% | 3% | u | -4 | -5% | -0.6% | 3%
